Screening data deposited in PubChem BioAssay by several laboratories.
VIM-2 inhibitor = VIM-2 metallo-beta-lactamase inhibitors, primary screen, biochemical, epi-absorbance readout, Pseudomonas aeruginosa enzyme; inhibition, % at 5.6 µM; purified VIM-2, nitrocefin hydrolysis, epi-absorbance fluorescence; 290,000 compounds, 0.89% hits;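 active = inhibition above the mean of all tested compounds plus 3 SD, cutoff set per screening run, cut at about 7.5% in these data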;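 note: red hydrolysis product quenches plate fluorescence so inhibitors raise well fluorescence; 0% = enzyme with DMSO and 100% = DMSO without enzyme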
IMP-1 inhibitor = IMP-1 metallo-beta-lactamase inhibitors, primary screen, biochemical, epi-absorbance readout, Pseudomonas aeruginosa enzyme. metallo-beta-lactamase IMP-1 (Pseudomonas aeruginosa). purified IMP-1, nitrocefin hydrolysis, epi-absorbance fluorescence. inhibition, % at 5.6 µM. 290,000 compounds, 0.45% hits;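 active = inhibition above the mean plus 3 SD of all compounds in the same screening run, cut at about 4.5% in these data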;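 note: 0% = IMP-1 with DMSO and 100% = DMSO wells lacking enzyme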
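System: purified recombinant IMP-1 beta-lactamase. Medium: Zinc- and detergent-supplemented HEPES buffer, pH 7.1. Compound: one 5.6 µM dose […]. Schedule: 15 min preincubation plus 25 min reaction at 25 °C. Technique: Epi-absorbance fluorescence, 480 nm excitation, 530 nm emission.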
IDE inh = human IDE inhibitors in live cells, primary screen, fluorescence polarization, HEK cells, FAbetaB substrate; Insulin-degrading enzyme (Homo sapiens), P14735; FAbetaB cleavage; inhibition, % at 5.59 µM; 320,000 compounds, 0.41% hits; AID 434962, 2010;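 active = percent inhibition above the average of all tested compounds plus 3 SD, set per screening campaign, cut at about 16% in these data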;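 note: IDE supplied by intact live HEK cells; FP after avidin binding of uncleaved biotin substrate so inhibition keeps polarization high; 0% = DMSO wells and 100% = 60 µM reference IDE inhibitor Ii1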
M18AAP inhibitor = PfM18AAP inhibitors, malaria aminopeptidase, primary screen, biochemical, QFRET, recombinant enzyme. 290,000 compounds, 1.2% hits. M18 aspartyl aminopeptidase (Plasmodium falciparum 3D7). inhibition, % at 7.35 µM. AID 1822, 2009. H-Glu-NHMec fluorogenic cleavage;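 active = inhibition above the campaign mean inhibition over all tested compounds plus 3 SD, cut at about 28% in these data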;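 note: 0% = plate median of test compound wells and 100% = 2 mM ZnCl2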
NALP1 yeast inh = NALP1 inflammasome inhibitors in reconstituted yeast, colorimetric, S. cerevisiae, triplicate retest; S. cerevisiae NALP1/ASC/caspase-1 growth, X-gal OD620, 72 h; inhibition, % at 10 µM; 280,000 compounds, 0.61% hits; AID 2071, 2009; in the data active = inhibition mostly above about 24%, no sharp cut-off; inactive = mostly below about 32%; note: some compounds called inactive have numbers as strong as hits
pCIP destab = p/CIP-EGFP fusion destabilizers, primary screen, fluorescence, F442A cells; Q05BA5; 290,000 compounds, 0.01% hits; 16 h; decrease of EGFP signal, % at 10 µM;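 active = EGFP signal decrease of at least 30% at 10 µM or well 3 SD below plate mean, unless failing retest; inactive = the rest, including hits failing retest or dose response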; note: some compounds called inactive have numbers as strong as hits; many of its hits are not listed in these tables
IDE act = human IDE activators in live cells, primary screen, fluorescence polarization, HEK cells, FAbeta-B substrate | 340,000 compounds, 0.073% hits | activation, % at 5.96 µM | AID 493087, 2011 | Insulin-degrading enzyme (Homo sapiens), P14735 | FAbeta-B cleavage; 0% vehicle, 100% cell-free pure enzyme wells;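 active = activation above the mean of all tested compounds plus 3 SD, set per screening campaign, cut at about 17% in these data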
PHOSPHO1 inh = PubChem AID 1565; recombinant PHOSPHO1, absorbance phosphatase assay; inhibition, % at 13.3 µM; 290,000 compounds, 1.1% hits; in the data active = inhibition above about 60%
Target sequence (Q8TCT1 whole entry, looked up): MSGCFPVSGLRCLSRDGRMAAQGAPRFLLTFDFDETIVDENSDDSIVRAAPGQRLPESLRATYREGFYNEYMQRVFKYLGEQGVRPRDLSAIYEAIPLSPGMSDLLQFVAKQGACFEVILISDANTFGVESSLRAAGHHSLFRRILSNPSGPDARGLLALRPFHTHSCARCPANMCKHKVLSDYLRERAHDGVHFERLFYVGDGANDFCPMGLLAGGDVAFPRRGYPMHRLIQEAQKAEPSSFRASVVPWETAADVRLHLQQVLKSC
GPR7 antag = GPR7 receptor antagonists, primary screen, cell-based, fluorescence, single concentration. 290,000 compounds, 1.1% hits. GPR7-expressing cells, fluorescence antagonist assay. inhibition, % at 4.4 µM. AID 1861, 2009; in the data active = inhibition above about 16%, passing the limit was not always enough;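 note: cells stimulated with the agonist NPW; 0% = agonist with vehicle and 100% = vehicle without agonist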
Target sequence (P48145 whole entry, looked up): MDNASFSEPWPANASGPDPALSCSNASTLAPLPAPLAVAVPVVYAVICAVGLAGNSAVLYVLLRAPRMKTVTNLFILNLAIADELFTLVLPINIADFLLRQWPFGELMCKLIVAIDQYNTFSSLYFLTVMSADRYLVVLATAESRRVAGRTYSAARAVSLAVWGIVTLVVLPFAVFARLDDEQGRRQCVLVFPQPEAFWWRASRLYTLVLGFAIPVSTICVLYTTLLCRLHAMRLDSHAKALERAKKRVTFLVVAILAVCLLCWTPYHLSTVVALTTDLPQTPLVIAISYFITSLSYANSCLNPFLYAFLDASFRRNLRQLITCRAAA
* hit, by the source's call; x = not tested or not shown.

SMILES	VIM-2 inhibitor	IMP-1 inhibitor	IDE inh	M18AAP inhibitor	NALP1 yeast inh	pCIP destab	IDE act	PHOSPHO1 inh	GPR7 antag
COCCNC(=O)/C(=C/c1ccccc1Cl)c1ccccc1	-2.0	-0.2	4.3	3.8	12.0	-0.9	6.5	-14.5	-9.3
COc1ccc(-c2cc(C(F)(F)F)nc(N3CCOCC3)n2)cc1	-1.4	-1.9	8.2	-2.6	2.5	-6.6	4.3	0.1	-14.4
COc1ccc2nc(N=Nc3ccc(O)c4ccccc34)sc2c1	0.8	-0.4	3.9	9.0	9.4	-0.3	2.5	5.7	4.8
CC(=O)NCCn1c(SCC(=O)OCc2ccccc2)nc2ccccc2c1=O	-1.7	-2.6	-0.6	4.0	3.9	-11.3	-5.3	-4.6	-8.8
COc1ccc(-c2cc(NCc3ccccn3)n3ncnc3n2)cc1	1.9	-2.1	3.0	12.3	-9.5	1.9	4.5	-6.0	2.8
CC(C)Cc1nc2oc3c(N4CCN(C)CC4)ncnc3c2c2c1CCCC2	0.9	1.4	x	2.1	17.9	4.6	x	-0.3	-8.7
Cc1cccc(NC(=O)CSc2cc(C(=O)c3nccn3C)c3ccccc3n2)c1	-3.0	-4.9	-4.7	-19.7	11.1	-9.2	0.6	-10.9	0.8
CC(=O)c1c2c3c(cccc3n(C)c1=O)C(=O)c1ccccc1-2	22.4*	3.3	11.8	-2.0	11.7	-19.8	x	-7.2	-6.6
CCC(C(=O)Nc1ccc2c(c1)OCCO2)c1ccccc1 (centres undefined)	-0.7	-2.4	-1.9	5.6	0.1	4.3	-2.2	-25.9	-8.4
CC(C)(C)c1ccc(C(=O)NCCC(=O)NCc2cccs2)cc1	-2.0	-0.1	3.4	0.8	20.8	-1.9	2.5	19.1	-7.9

Three entries picked at random from those above:
SMILES	VIM-2 inhibitor	IMP-1 inhibitor	IDE inh	M18AAP inhibitor	NALP1 yeast inh	pCIP destab	IDE act	PHOSPHO1 inh	GPR7 antag
Cc1cccc(NC(=O)CSc2cc(C(=O)c3nccn3C)c3ccccc3n2)c1	-3.0	-4.9	-4.7	-19.7	11.1	-9.2	0.6	-10.9	0.8
CC(C)(C)c1ccc(C(=O)NCCC(=O)NCc2cccs2)cc1	-2.0	-0.1	3.4	0.8	20.8	-1.9	2.5	19.1	-7.9
COc1ccc(-c2cc(C(F)(F)F)nc(N3CCOCC3)n2)cc1	-1.4	-1.9	8.2	-2.6	2.5	-6.6	4.3	0.1	-14.4

(list continues)
SMILES	VIM-2 inhibitor	IMP-1 inhibitor	IDE inh	M18AAP inhibitor	NALP1 yeast inh	pCIP destab	IDE act	PHOSPHO1 inh	GPR7 antag
O=C(CN1C(=O)c2ccccc2C1=O)Nc1ccc(S(=O)(=O)N2CCOCC2)cc1	-0.1	0.3	1.4	-4.0	7.5	-25.1	3.4	41.2	9.8
O=C(O)C/C=C(/NC(=O)OCc1ccccc1)C(=O)OCc1ccccc1	0.2	-1.4	3.7	-6.7	10.7	-5.7	0.2	-26.9	-10.8
COc1ccc(NC(=O)Cn2cnc3c(nnn3-c3ccc(C)cc3)c2=O)cc1	-3.9	-2.1	-4.6	8.3	2.1	-1.0	x	29.2	-17.0
COCC(=O)Nc1nc(-c2ccc(C)cc2)c(C)s1	-1.7	-2.8	3.1	-4.0	10.6	-4.4	6.4	-5.8	-9.5
COc1ccccc1-c1noc(CCC(=O)NC2CCCC2)n1	0.0	-1.4	-2.3	0.4	-12.9	-14.4	-5.8	37.0	-5.8
Cc1cc(C(=O)N2CCc3c([nH]c4ccccc34)C2c2c(F)cccc2Cl)no1 (centres undefined)	-2.0	-1.9	6.0	0.7	8.0	11.6	5.7	9.7	-12.3
Cc1ccc(/C=N/NC(=O)Cn2nnc(N)n2)o1	-2.8	-3.2	7.5	4.6	4.9	-5.0	x	39.9	-12.1
COc1ccc(NC(C)=O)cc1NC(=O)c1ccc(C#N)cc1	-2.9	-4.3	1.4	0.0	11.7	5.3	-2.7	-7.7	-8.7
CCOP(=O)(OCC)c1nc(-c2cccc3ccccc23)oc1NCc1ccccc1	-1.3	-0.5	-5.8	-8.1	34.2	-14.7	8.7	-10.3	4.5
COc1ccc(OC)c(-n2c(-c3cccc(O)c3)n[nH]c2=S)c1	1.7	-2.3	-4.3	12.1	-5.2	3.2	-0.6	54.6	-3.1
COc1ccccc1CCNC(=O)C(=O)NCC1OCCN1S(=O)(=O)c1cccs1 (centres undefined)	-0.4	-0.7	-6.1	-0.4	14.8	-6.2	6.7	40.3	3.7
Cc1ccc(S(=O)(=O)c2nc(S(C)(=O)=O)sc2N2CCCCCC2)cc1	1.1	-0.7	-3.0	-14.8	19.7	-21.4	1.7	15.4	-0.6
COc1ccc(OC)c(NC(=O)CN(C)CC(=O)Nc2ccccc2Br)c1	-6.0	-5.7	4.1	-1.4	-1.6	4.7	3.4	-2.1	1.5
CCc1c(C)nc2cc(C)[nH]n2c1=O	-0.6	-1.4	3.0	-2.3	7.5	-2.7	3.7	3.4	-6.8
Cc1ccc(S(=O)(=O)Nc2nc3ccccc3nc2NCc2ccc3c(c2)OCO3)cc1C	-0.8	2.1	-2.0	-0.9	18.4	-0.7	-1.7	15.8	-1.8
O=C(c1ccc(F)cc1)C1CCN(C(=S)Nc2ccc(F)cc2)CC1	-1.6	0.4	4.6	-0.2	-29.5	5.6	1.3	x	-4.0
COc1ccc(NC(=O)c2nc[nH]c2C(=O)N2CCC(C)CC2)cc1	x	x	-1.0	x	x	10.8	6.7	20.4	x
CN(c1ccc(C(=O)N2CCc3ccccc3C2)cc1)S(C)(=O)=O	-4.9	-2.0	-2.8	-7.7	1.5	4.2	3.8	3.9	-3.0
COc1ccc(NC(=O)c2ccc3c(=O)n(CC4CCCO4)c(=S)[nH]c3c2)c(OC)c1 (centres undefined)	-2.1	-1.4	-3.9	-6.9	-6.2	-14.3	-0.3	10.3	-2.2
Cn1nnc(NC(=O)c2cccc(F)c2)n1	1.1	-0.1	1.4	-5.7	16.6	-6.4	0.7	21.2	-6.8
CCCOc1ccc(CSC(=N)N)cc1C(=O)OC	-2.1	-4.0	-0.2	3.2	-18.7	-2.6	4.9	-48.3	-16.9
Fc1cccc(F)c1-n1c(CN2CCCCC2)csc1=S	-1.3	-0.9	0.2	-2.6	1.8	-10.4	5.6	23.6	7.9
CCN1CCCC1CNC(=O)C(=O)NC(C)c1ccccc1 (centres undefined)	-0.6	0.3	4.2	-11.2	7.9	-17.0	-2.8	15.8	-3.8
Nc1nnc(SCC(=O)OCC(=O)Nc2ccccc2)s1	-1.1	-0.2	2.6	-3.9	-5.7	0.5	-0.4	10.9	-17.7
C=CCN1C=C2C(=O)C(C)(OC(=O)C3CCCC3)C(=O)C=C2C=C1c1ccsc1 (centres undefined)	x	x	-1.2	x	x	-13.4	9.2	35.3	x
COc1ccc2sc(C)nc2c1NC(C)=O	-3.0	-1.5	-1.1	-1.5	1.0	-1.6	3.3	-41.8	0.2
CCOC(=O)c1ccc(NC(=S)NCCc2ccccc2F)cc1	-3.1	-2.7	1.8	0.9	-5.4	-14.0	-2.6	29.9	-6.2
COCCN1Cc2cccc(C(=O)Nc3c(C)cc(C)cc3C)c2C1=O	1.0	0.2	2.8	0.4	-4.5	-10.7	1.2	13.5	3.4
CC(=O)/C(C[N+]1(C)CCCCC1)=N\O	-2.8	-2.7	-3.8	3.9	0.2	6.9	10.3	51.6	-16.5
COC(=O)Cc1[nH]c(=S)[nH]c1C(=O)OC	-2.5	-2.3	12.8	8.5	-0.5	-9.8	-6.8	-48.3	-7.4
COC(=O)c1cc(C(=O)N2CCN(c3cccc(Cl)c3)CC2)cc([N+](=O)[O-])c1	-0.1	-1.0	4.5	2.3	-0.9	-46.3	-8.1	21.0	18.9
O=C(Nc1ccccc1)N(C1=NCCCCS1)c1ccccc1	-0.9	0.8	-3.3	5.5	0.3	0.2	2.5	-7.4	-8.0
N#C/C(=C/c1ccc(Br)s1)C(=O)NCCc1c[nH]c2ccccc12	-4.5	-2.1	-0.9	2.2	14.6	5.5	1.7	-14.7	-0.1
COc1ccc(NC(=O)c2ccc3c(=O)n(-c4ccc(OC)cc4OC)c(=S)[nH]c3c2)cc1	-1.9	-1.0	5.0	-10.9	17.2	9.4	0.6	-2.0	13.4
NC(=O)c1ccc(N2CCN(c3ncc(C(F)(F)F)cc3Cl)CC2)cc1	-1.5	-2.2	4.6	-1.2	x	-14.3	4.0	19.9	-7.5
CN(C)S(=O)(=O)c1ccc2c(c1)C(CC(=O)O)NC2=O (centres undefined)	-3.6	-4.2	5.2	-15.4	-4.3	1.4	-1.4	20.1	-12.1
O=C(COC(=O)CCC1CCCC1)Nc1ccccc1OC(F)F	-1.8	-3.0	2.5	-0.6	8.2	-10.1	5.5	19.2	-9.1
Cc1cc(C)cc(-n2c(SCC(=O)NCc3ccco3)nc3ccccc3c2=O)c1	-5.1	-3.6	1.0	4.8	6.8	2.6	6.4	11.5	-7.0
COc1ccc(-c2nnc(Sc3nc4ccccc4o3)c3ccccc23)cc1	2.5	-2.1	6.2	-5.8	17.9	-0.8	-0.9	-10.0	12.9
O=C(c1cn(-c2ccccc2)nc1-c1ccccc1)N1CCOCC1	-0.6	-3.0	1.2	-4.2	18.0	-3.6	1.4	-7.4	0.6
CCc1cccc(NC(=O)CSc2nc3c(c(=O)[nH]2)CCCC3)c1	-0.9	-2.2	1.6	2.3	32.3	6.8	x	2.3	-3.5
Cc1noc(C)c1S(=O)(=O)N1CCCC(C(=O)NCCC2=CCCCC2)C1 (centres undefined)	0.1	-0.7	-0.1	3.4	-5.7	-7.9	2.4	12.9	-4.5
NC(=O)c1ccc2c(=O)c(O)c(-c3cc(Cl)c(N)c(Cl)c3)[nH]c2c1	1.7	-2.4	-2.2	51.4*	20.9	-1.9	4.5	20.9	-2.1
CC(C)OCCCNC(=O)c1ccc(CN2CCc3ccccc3C2)cc1	-1.0	-0.8	4.3	1.9	13.6	-0.4	1.9	2.8	-7.0
C[C@H](CO)NC(=O)[C@@H]1C[C@H]1[C@@H](NP(=O)(c1ccccc1)c1ccccc1)c1ccccc1	-3.9	-5.4	-1.9	-9.4	13.8	-5.1	-2.2	-8.7	-3.2
CC1CCc2c(C(=O)NCc3ccco3)csc2C1 (centres undefined)	-2.1	-3.0	10.1	4.6	x	2.7	6.8	13.9	-18.6
O=C(C1CC(=O)N(c2ccc(Br)cc2)C1)N1CCCC1 (centres undefined)	-2.2	-1.6	-2.4	-15.4	14.9	-2.7	-3.4	-10.8	-7.9
Cc1ccc(CCC(=O)Nc2ccc([N+](=O)[O-])cc2)o1	0.6	0.6	-0.2	-21.0	6.7	-19.0	4.2	29.5	2.2
CCn1c(-c2ccncc2)n[nH]c1=S	0.0	-2.6	-5.9	4.5	-19.4	-1.5	4.7	-103.3	-0.5
